# PglD DTNB – PglD (C. jejuni) enzyme inhibition; inhibition, % at 12.5 µM; purified PglD enzyme, DTNB colorimetric CoA detection; actives 0.098% (n = 360,000); in the data active means inhibition above about 16%, passing the limit was not always enough; further: strong numbers were not always called active
# Casp6 inh – inhibitors of human caspase-6; inhibition, % at 12.5 µM; actives 0.53% (n = 350,000); AID 686996; purified caspase-6, Z-VEID-R110 cleavage fluorescence; P55212;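 active means mean inhibition across replicates at least about 35%, with every replicate also reaching that limit, limit read from the data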;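 further: 0% = median of neutral control wells and 100% = no fluorescence left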
# Target sequence (P55212 24-179 limits assumed): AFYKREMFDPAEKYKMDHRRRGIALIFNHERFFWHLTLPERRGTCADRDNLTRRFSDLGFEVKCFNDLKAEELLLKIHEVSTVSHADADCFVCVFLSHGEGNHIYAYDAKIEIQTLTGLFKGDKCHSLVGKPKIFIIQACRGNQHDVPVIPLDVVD
# Target sequence (P55212 194-293 limits assumed): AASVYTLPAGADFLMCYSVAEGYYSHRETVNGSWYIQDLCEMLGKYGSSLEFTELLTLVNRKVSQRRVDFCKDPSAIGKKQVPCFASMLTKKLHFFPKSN
# RAD54 branch – inhibitors of human RAD54 branch migration; Q92698; RAD54 Holliday junction branch migration, FAM/BHQ fluorescence; inhibition, % at 10.4 µM; actives 0.14% (n = 360,000);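 active means mean normalized replicate activity at least 40 and at least half of replicates scoring 40 or more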;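 further: 0% = median of neutral control wells and 100% = median of positive control wells; inhibitors cause a drop in the FAM fluorescence signal; in these data hits start at about 50%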
# RAD52 inh – RAD52 (human) annealing inhibition; recombinant RAD52 DNA annealing, FRET fluorescence; P43351; inhibition, % at 18.7 µM; actives 0.46% (n = 360,000);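 active means every replicate showing at least 50% inhibition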
# esBAF inh – inhibitors of esBAF chromatin remodeling in mouse ES cells. actives 2% (n = 350,000). reporter increase, % at 12.5 µM. Bmi1-luciferase knock-in reporter, 24 h; 100% = twice the neutral-well signal; in the data active means activation above about 40%;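 further: 0% = median of the plate's neutral control wells and 100% = double that signal; a rise in the Bmi1 reporter signal indicates esBAF inhibition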
# ARNT TACC3 PPI – disrupts binding between human ARNT and TACC3 | AlphaScreen His-ARNT PAS-B/GST-TACC3 binding, luminescence; TACC3 fragment carries E629A point mutation | inhibition, % at 9.99 µM | actives 0.66% (n = 390,000) | Q9Y6A5;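 active means mean inhibition of replicates at least 50% and at least half of replicates each reaching 50%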;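 further: 0% = complete ARNT plus TACC3 wells and 100% = ARNT alone without TACC3; many hits fall short of the cut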
# ERp5 block – inhibitors of human ERp5. Q15084. ERp5 insulin aggregation, absorbance 650 nm, 90 min. inhibition, % at 9.99 µM. actives 0.05% (n = 350,000);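 active means mean replicate inhibition above about 25%, with every replicate also reaching it, limit read from the data, passing the limit was not always enough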
# E-sel inducer – E-selectin induction on HUVECs | AID 686992 | actives 0.37% (n = 260,000) | HUVEC E-selectin immunofluorescence imaging; normalized: neutral wells 0, TNF-alpha wells 100 | activation, % at 7.58 µM;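 active means mean E-selectin-positive cell signal at least 10% of the positive control, reached in at least 60% of replicates, without over 20% cell loss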;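 further: in these data hits start at about 27%; measured in HUVEC primary endothelial cells; signal is the percent of cells scored E-selectin positive by PE staining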
# Target sequence (P16581 whole entry, looked up): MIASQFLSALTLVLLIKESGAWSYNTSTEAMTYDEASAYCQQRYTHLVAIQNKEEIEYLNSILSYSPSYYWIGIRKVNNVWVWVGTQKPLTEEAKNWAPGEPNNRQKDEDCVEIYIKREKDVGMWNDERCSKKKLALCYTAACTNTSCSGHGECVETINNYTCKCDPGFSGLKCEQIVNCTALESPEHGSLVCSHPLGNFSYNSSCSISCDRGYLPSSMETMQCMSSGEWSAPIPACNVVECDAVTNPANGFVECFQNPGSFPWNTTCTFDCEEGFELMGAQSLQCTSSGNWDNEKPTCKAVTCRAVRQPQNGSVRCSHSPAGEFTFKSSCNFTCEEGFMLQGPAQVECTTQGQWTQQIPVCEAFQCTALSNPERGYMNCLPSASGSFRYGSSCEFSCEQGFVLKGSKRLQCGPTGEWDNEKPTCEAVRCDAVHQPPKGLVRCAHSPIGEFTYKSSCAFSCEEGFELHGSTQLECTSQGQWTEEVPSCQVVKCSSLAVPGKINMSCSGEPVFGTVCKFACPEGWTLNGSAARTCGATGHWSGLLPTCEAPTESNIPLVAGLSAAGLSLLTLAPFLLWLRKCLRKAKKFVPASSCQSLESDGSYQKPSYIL
#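 Test system: HUVEC | Signal: Immunofluorescence imaging | Read-out: Percent E-selectin-positive cells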
# Starred values were filed as active, the others as inactive; nt = not tested or not shown; & = joins results of further samples.
SMILES,PglD DTNB,Casp6 inh,RAD54 branch,RAD52 inh,esBAF inh,ARNT TACC3 PPI,ERp5 block,E-sel inducer
O=C(CC1CC1)Nc1ccc2c(c1)[C@H]1C[C@@H](CC(=O)NC3CCCCC3)O[C@H](CO)[C@H]1O2,-3,-4,-8,-1,2,-5,-5,0.4
COC(=O)Nc1csc2c1NC(=O)CCCC2,nt,-3,nt,-6,nt,nt,0,0.2
Cn1nc(C(=O)NCc2ccc(Cl)cc2)c2c1-c1ccccc1S(=O)(=O)C2,-1,-6,7,14,-4,-1,2,nt
O=C(N=NC(=O)c1ccc2c(O)n(CC3CCCO3)c(O)c2c1)c1cccnc1 (stereo not given),nt,-1,nt,-14,nt,0,2,nt
Cc1ccc(OCCNC(=O)c2ccco2)cc1C,-1,nt,-8,nt,23,0,nt,nt
O=C(NNC(=O)c1ccncc1)c1ccncc1,5,nt,-7,nt,-2,-7,nt,nt
CCS(=O)(=O)N1Cc2ccccc2CC1C(=O)OCC(=O)Nc1ccc(SC(F)F)cc1 (stereo not given),-4,nt,6,nt,-4,-2,nt,nt
CCCCNC(=O)c1ccc(CS(=O)(=O)c2cccc(C(F)(F)F)c2)o1,7,nt,-10,nt,-4,-5,nt,nt
CCN1CCN(C2=C(NS(=O)(=O)c3ccc(C)cc3)C(=O)c3ccccc3C2=O)CC1,-3,62*,-5,-24,2,15,1,nt
CN1CCC(NC(=O)Nc2cccc(C(F)(F)F)c2)CC1,-3,-5,-2,-19,-2,-27,5,nt
COC(=O)C[C@H]1CC[C@@H]2[C@@H](COc3ccc(NC(=O)C4CC4)cc3C(=O)N2C)O1,1,2,-6,-4,1,5,5,0.6
CC1Sc2ccc(S(=O)(=O)N3CCC(C(=O)NCCc4ccccc4)CC3)cc2NC1=O (stereo not given),-2,0,4,-144,6,-1,-1,0.0

# Results in RAD52 inh and ARNT TACC3 PPI, for four of the compounds above:
Molecule | RAD52 inh | ARNT TACC3 PPI
CN1CCC(NC(=O)Nc2cccc(C(F)(F)F)c2)CC1 | -19 | -27
O=C(NNC(=O)c1ccncc1)c1ccncc1 | nt | -7
Cn1nc(C(=O)NCc2ccc(Cl)cc2)c2c1-c1ccccc1S(=O)(=O)C2 | 14 | -1
CC1Sc2ccc(S(=O)(=O)N3CCC(C(=O)NCCc4ccccc4)CC3)cc2NC1=O (stereo not given) | -144 | -1

# Going on with the list:
SMILES,PglD DTNB,Casp6 inh,RAD54 branch,RAD52 inh,esBAF inh,ARNT TACC3 PPI,ERp5 block,E-sel inducer
O=c1[nH]c(C2CCCN(S(=O)(=O)c3ccc(F)cc3)C2)nc2c1nnn2Cc1ccc(F)cc1 (stereo not given),6,4,4,-14,-3,-5,6,nt
O=C(c1cc(-c2ccc(Br)cc2)nc2ccccc12)N1CCN(c2ccccc2O)CC1,-3,-2,2,-18,27,-7,1,-0.1
O=C(O)CCc1ccc(S(=O)(=O)Nc2ccccc2C(=O)NCCc2ccccc2)cc1,-2,1,-8,-9,22,-9,12,nt
Cc1ccc(-c2ccc([C@H]3[C@H]4CN(C(=O)c5ccncc5)CC(=O)N4[C@H]3CO)cc2)cc1,nt,0,nt,5,nt,nt,-6,-0.1
CCOCCCNC(=O)/C(C#N)=C/c1ccc(Cl)c([N+](=O)[O-])c1,-9,0,4,-1,-1,-10,0,nt
COc1ccc(NC(=O)N(C)C[C@H]2Oc3ccc(NS(=O)(=O)c4ccccc4)cc3CC(=O)N([C@H](C)CO)C[C@@H]2C)cc1,nt,0,nt,20,5,nt,2,0.2
CN1C(=O)c2cc(NC(=O)c3ccc(F)c(F)c3)ccc2OC[C@H]2O[C@H](CC(=O)O)CC[C@H]21,0,nt,-17,nt,-2,-7,nt,-0.1
COc1cccc(CCc2nnc(CCC(=O)N(C)C3CC(C)(C)NC(C)(C)C3)o2)c1,2,0,-17,-2,-6,-3,-2,0.3
Nc1nc(N)nc(-c2ccccc2)n1,-5,1,-8,-9,10,-33,10,-0.3
COc1ccc(N2CCN(C(=O)C(C)(C)Oc3ccc(Cl)cc3)CC2)cc1,-2,3,-4,-11,7,16,2,0.2
CC(C)CC(=O)Nc1ccccc1N1CCN(c2ccccc2)CC1,nt,1,nt,-1,nt,-1,7,4.4
C[C@@H]1CN([C@@H](C)CO)C(=O)c2cc(NS(=O)(=O)c3cn(C)cn3)ccc2O[C@H]1CN(C)S(=O)(=O)c1ccccc1,1,-2,2,14,-5,-18,0,0.0
Cc1onc(-c2ccccc2)c1C(=O)NC(C)C,-3,2,-3,-33,-3,-6,4,nt
COc1ccc(-c2nnc(N3CCCCC3)c3ccccc23)cc1,-2,nt,-2,nt,-13,-1,nt,nt
CC1CCCCN1CCCNC(=O)Cn1c(=O)c2cccn2c2ccccc21 (stereo not given),1,-4,-17,2,1,-16,2,nt
CCCCc1ccc(CC(=O)O)cc1,7,nt,-6,nt,-8,-2,nt,nt
Cc1cccc(OCc2nnc(SCC(=O)NCC3CCCO3)n2C)c1 (stereo not given),2,-2,-1,-42,-4,nt,5,0.0
CC(=O)c1c(N2CCN(c3ccc(F)cc3)CC2)nc(=S)n(Cc2ccccc2)c1C,7,-1,1,-11,-8,5,-2,0.1
COc1ccc(-c2cc(N)n(S(=O)(=O)Cc3ccccc3)n2)c(OC)c1,-4,0,2,-6,8,10,0,-0.1
C/C(=N/NC(=O)c1ccc(C(C)(C)C)cc1)c1cccnc1,0,6,9,-9,17,nt,-1,7.2
COc1ccc(OC)c(S(=O)(=O)N2CCCCC2C(=O)O)c1 (stereo not given),9,0,11,-13,-9,-16,3,nt
O=C(Nc1ccc(Cl)c(S(=O)(=O)N2CCCCC2)c1)c1cccnc1,-4,4,-4,-24,9,14,-16,nt
O=C(CNC(=O)C1COc2ccccc2O1)N/N=C\c1ccc(Cl)cc1 (stereo not given),0,-5,-16,2,2,1,3,nt
CC(=O)C1=NN(c2ccccc2)C(c2ccc3c(c2)OCO3)N1c1ccc(N2CCOCC2)cc1 (stereo not given),0,nt,-13,nt,0,-5,nt,0.0
Cc1ccc(CNC(=O)C2CCCC2)cc1,-5,4,0,-14,9,-5,3,nt
O=C(NCc1ccccn1)C(=O)NCC1OCCN1S(=O)(=O)c1ccc(Br)cc1 (stereo not given),3,1,-11,-12,6,11,-3,0.0
Cc1csc(=O)n1CCC(=O)OCC(=O)NCc1ccccc1,3,4,1,15,2,nt,3,-0.1
CSC1=NCCN1C(=O)C(C)(C)Oc1ccc(Cl)cc1,-3,-2,10,8,-7,nt,3,-0.2
CCOc1ccc(OCC(=O)Nc2cc3c(cc2C(=O)O)OCCCO3)cc1,-3,6,-2,-4,-5,-4,1,-0.2
O=C(NCC(c1ccco1)N1CCCC1)c1ccc(Cl)cc1 (stereo not given),-6,nt,4,nt,-2,-4,nt,nt
c1ccc(COc2ccc(-c3csnn3)cc2)cc1,-5,nt,-1,nt,47*,13,nt,nt
Cc1ccccc1COC(=O)c1cc([N+](=O)[O-])ccc1N1CCOCC1,-3,2,4,-12,-7,-18,0,-0.1
O=C(NNS(=O)(=O)c1ccc(Br)cc1)c1cccs1,nt,-1,nt,-1,nt,0,1,nt
COC(=O)c1cc(C(=O)NNC(=O)c2ccc3c(c2)OCO3)cc([N+](=O)[O-])c1,-1,-1,-2,-11,-6,1,-2,nt
Cc1ccc(N2C(=O)CC(NNc3nc4ccccc4s3)C2=O)cc1 (stereo not given),4,nt,6,nt,nt,0,nt,-0.1
CCc1nc2ccc(F)cc2c(C(=O)NC2CCCCC2C)c1C (stereo not given),-4,2,-5,-8,-5,-6,3,0.4
COc1ccc(CCNC(=O)Cc2ccc(Cl)cc2)cc1OC,-8,2,-18,-7,-9,-5,2,nt
CCC(C)NS(=O)(=O)c1ccc(NS(=O)(=O)c2ccccc2[N+](=O)[O-])cc1 (stereo not given),-3,3,7,-17,4,1,6,nt
COC(=O)c1cccc(NS(=O)(=O)c2ccc(OC)c(C(=O)N3CCOCC3)c2)c1C,-8,1,6,-1,-5,-1,3,nt
COc1ccc(CNc2nccs2)cc1,5,13,6,-4,0,-1,4,nt
CCOc1ccc(S(=O)(=O)Nc2ccc(F)cc2)c(C)c1C,5,nt,-3,nt,5,-1,nt,nt
CC(C(=O)Nc1ccccc1-c1ccccc1)N1CCN(S(=O)(=O)c2ccccc2)CC1 (stereo not given),nt,0,nt,-8,nt,-1,5,-0.8
O=C(c1cccnc1)N1C[C@H]2[C@@H](c3ccccc31)[C@H](CO)N2C(=O)Nc1ccccc1F,-2,-1,1,-9,2,-6,-1,-0.1
CCCC(=O)Nc1ccc(C(=O)COC(=O)C2CC2C)cc1 (stereo not given),-3,-3,4,-4,39,21,2,nt
CO[C@@H]1CN(C)C(=O)c2ccc(NS(=O)(=O)c3ccccc3F)cc2OC[C@@H](C)NC[C@H]1C,1,-1,3,nt,0,-1,6,nt
CNC(=O)C[C@@H]1CC[C@@H]2[C@H](COc3ccc(NC(=O)c4cccc(F)c4)cc3C(=O)N2C)O1,0&0,0&-1,7&-11,7&5,0&-3,4&-1,-3&1,0.0&0.1
CCC(C)C(=O)Nc1cc(C(=O)OC)ccc1C(=O)OC (stereo not given),nt,0,nt,-13,nt,-7,2,nt
CN(C)CCCNC(=O)[C@@H]1[C@@H](CO)[C@@H]2Cn3c(cccc3=O)[C@H]1N2CC1CC1,5,0,12,10,-5,-1,1,0.2
CC(=O)c1cccc(-c2cnc3c(NC=O)cc(-c4ccc(F)cc4)cn23)c1,-6,4,1,-41,2,nt,7,0.1
Cc1ccc([N+](=O)[O-])cc1NC(=O)c1c(-c2ccccc2)noc1C,2,1,7,-5,-7,0,-1,2.6
CCOc1ccc(NC(=O)c2cc(C)nc3ccccc23)cc1,nt,-2,nt,-13,4,1,0,nt
COc1ccc(C(c2nnnn2-c2ccc3c(c2)OCCO3)N2CCN(C/C=C/c3ccccc3)CC2)cc1 (stereo not given),1,0,11,-17,-4,nt,3,0.4
Cc1sc(NC(=O)c2ccco2)c(CN2CCN(c3ccccc3)CC2)c1C,-3,nt,-1,nt,-13,-21,nt,nt
Cc1ccc(NC(=O)c2nnn(CC(=O)Nc3ccccc3)c2N)cc1C,7,nt,7,nt,10,2,nt,nt
CC(C)OCCCNC(=O)c1ccc(NC(=O)C2=CSCCO2)cc1,-2,-2,-3,-7,4,7,-6,13
CCOC(=O)c1c(C)nc2ncccn12,0,nt,2,nt,1,-6,nt,nt
Cc1c(C(=O)N2CCN(C(=O)c3ccccc3)CC2)oc2ccc(F)cc12,-2,15,-7,-15,-3,-2,-5,nt
Nc1nc(CSc2nc3ccccc3[nH]2)cs1,-1,nt,7,nt,27,1,nt,nt
CN1C(=O)C(Cc2cnc[nH]2)NC1=S (stereo not given),2,-5,2,-63,-6,25,0,0.6
O=C(c1cccnc1)N1CCCCN2[C@@H](CO)[C@@H](c3ccc(C#Cc4ccccc4)cc3)[C@@H]2C1,-1,1,5,39,nt,8,-4,nt

# Grouped by structure, the compounds so far with a thiophene ring, fused or not (three)
SMILES,PglD DTNB,Casp6 inh,RAD54 branch,RAD52 inh,esBAF inh,ARNT TACC3 PPI,ERp5 block,E-sel inducer
COC(=O)Nc1csc2c1NC(=O)CCCC2,nt,-3,nt,-6,nt,nt,0,0.2
O=C(NNS(=O)(=O)c1ccc(Br)cc1)c1cccs1,nt,-1,nt,-1,nt,0,1,nt
Cc1sc(NC(=O)c2ccco2)c(CN2CCN(c3ccccc3)CC2)c1C,-3,nt,-1,nt,-13,-21,nt,nt

# The list goes on:
SMILES,PglD DTNB,Casp6 inh,RAD54 branch,RAD52 inh,esBAF inh,ARNT TACC3 PPI,ERp5 block,E-sel inducer
COc1ccc(S(=O)(=O)N2CCOCC2)cc1NC(=O)Cc1coc2cc(C)ccc12,0,3,6,-17,11,6,0,nt
CC(=O)N(C)C[C@@H]1Oc2ncc(C#CC3(O)CCCC3)cc2C(=O)N([C@@H](C)CO)C[C@@H]1C,-1,0,-2,2,-3,-3,-3,0.3
NC(=O)CN1CCN(CCN2C(=O)c3cccc4cccc(c34)C2=O)CC1,1,0,58*,47,1,-3,1,2.4
O=C1C2C3C=CC(C3=C3CCCCC3)C2C(=O)N1c1ccccc1 (stereo not given),-4,nt,-2,nt,-4,2,nt,nt
